Hsp70 activator – switches on Hsp70 transcription. HeLa Hsp70 promoter luciferase reporter, luminescence; scaled: vehicle 0, proteasome-inhibitor control 100%. activation, % at 10 µM. hit rate 0.04% among 200,000. AID 1203;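 active = activation above the mean across all tested compounds plus 3 SD, cutoff set per campaign, cut at about 5.5% in these data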;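 note: 100% = MG132 at 30 µM as the positive control and 0% = DMSO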
TNAP inh noacc – inhibitors of human TNAP without phosphate acceptor; purified TNAP, CDP-star luminescence, 30 min; inhibition, % at 20 µM; hit rate 0.26% among 200,000;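 active = tissue-nonspecific alkaline phosphatase inhibition above about 50% at 20 µM in the single-dose screen, limit read from the data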;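 note: 0% = DMSO negative control and 100% = EDTA positive control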
Redox H2O2 prof – compounds producing H2O2 with reducing agent – biochemical, NIH compound library profiling, artefact control for MLSCN library redox annotation, primary screen. DTT-dependent redox cycling H2O2, phenol red/HRP absorbance; 100% = 100 µM peroxide control, 0% = buffer. activation, % at 10 µM. hit rate 0.03% among 200,000;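 active = activation of at least 50% relative to the plate's high and low controls in the primary single-dose screen; inactive = activation below 50%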;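 note: compound incubated with DTT at 0.8 mM final as the reducing agent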
S1P3 antag – S1P3 (human) receptor antagonism. Q99500. CHO S1P3 NFAT-BLA reporter, FRET fluorescence, antagonist mode. inhibition, % at 4.98 µM. hit rate 0.27% among 170,000. AID 485;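 active = inhibition above the plate cutoff, the mean inhibition of test wells on that plate plus 3 SD, cut at about 28% in these data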;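 note: cells challenged with S1P at its EC80 of 0.8 µM; blue over green emission ratio from cleaved BLA substrate after 4 h stimulation; 0% = S1P-stimulated wells and 100% = unstimulated DMSO-only wells; some compounds past the cut are filed as inactive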
Target sequence (Q99500 whole entry, looked up): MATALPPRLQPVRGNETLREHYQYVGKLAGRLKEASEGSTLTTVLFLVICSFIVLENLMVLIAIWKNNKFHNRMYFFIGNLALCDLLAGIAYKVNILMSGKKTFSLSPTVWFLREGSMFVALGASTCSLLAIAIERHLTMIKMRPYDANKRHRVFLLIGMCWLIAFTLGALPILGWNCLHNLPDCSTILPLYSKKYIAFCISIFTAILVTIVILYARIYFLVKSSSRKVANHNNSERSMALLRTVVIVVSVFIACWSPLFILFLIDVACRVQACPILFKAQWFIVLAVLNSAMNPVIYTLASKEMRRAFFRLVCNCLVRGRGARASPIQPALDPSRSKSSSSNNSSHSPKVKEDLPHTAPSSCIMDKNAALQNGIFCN
HMGR II inh – inhibitors of class II HMG-CoA reductase from Enterococcus faecalis; purified E. faecalis HMGR, NADPH absorbance 340 nm kinetic; inhibition, % at 10 µM; hit rate 0.41% among 190,000;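 active = inhibition above a set limit, the median over all tested compounds plus 3 SD, cut at about 9.5% in these data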;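 note: enzyme runs in reverse so mevalonate oxidation gives rising NADPH absorbance; 0% = complete reaction with DMSO and 100% = background rate lacking mevalonate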
TNAP inh hi DEA – TNAP (human) inhibition, high acceptor. P05186. purified TNAP, CDP-star luminescence, 1 M DEA. inhibition, % at 20 µM. hit rate 0.03% among 200,000;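 active = over 50% inhibition of tissue-nonspecific alkaline phosphatase at 20 µM in the single-dose screen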;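 note: plate controls were DMSO wells for no effect and EDTA-quenched wells as full inhibition for full effect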
Lmaj promast – reduces viability of Leishmania major promastigotes; resazurin fluorescence viability; inhibition, % at 10 µM; hit rate 9% among 200,000; AID 1063; in the data active = inhibition above about 50%;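 note: promastigotes grown with compound for 44 hours at 28 °C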
PMI activator – increases human mannose-6-phosphate isomerase activity; activation factor at 20 µM; hit rate 0.005% among 190,000; purified human PMI, coupled resazurin fluorescence, 20 min; stronger effect = higher value; 1 = vehicle control, 0 substrate-free wells; P34949;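 active = activation factor of 2 or more at 20 µM, relative to plate controls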
Target sequence (P34949 whole entry, looked up): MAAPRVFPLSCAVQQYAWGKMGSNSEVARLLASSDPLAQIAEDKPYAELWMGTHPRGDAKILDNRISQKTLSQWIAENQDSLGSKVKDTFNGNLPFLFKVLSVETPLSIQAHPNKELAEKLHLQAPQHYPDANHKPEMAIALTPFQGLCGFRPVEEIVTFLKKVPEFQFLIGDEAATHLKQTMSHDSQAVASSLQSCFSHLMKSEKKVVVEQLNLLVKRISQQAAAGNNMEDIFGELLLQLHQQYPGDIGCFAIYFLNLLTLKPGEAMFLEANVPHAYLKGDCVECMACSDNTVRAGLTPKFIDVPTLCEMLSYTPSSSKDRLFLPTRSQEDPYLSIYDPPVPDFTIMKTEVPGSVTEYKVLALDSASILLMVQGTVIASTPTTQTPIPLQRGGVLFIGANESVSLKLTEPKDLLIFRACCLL
RAM inhibit – inhibitors of the yeast RAM network; inhibition, % at 50 µM; hit rate 1.8% among 190,000; S. cerevisiae dse1pr::URA3 reporter, 5-FOA growth OD615, 2 d; analog-sensitive cbk1-as2 kinase mutant strain;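 active = inhibition above a set limit, 3 SD over mean compound inhibition, cut at about 8.4% in these data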;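 note: 0% = DMSO-only wells with no growth and 100% = 10 µM 1-NA-PP1 full growth; inhibition rescues growth on 5-FOA so higher OD means more RAM inhibition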
PMI act satM6P – PMI (human) activation, high substrate | hit rate 0.34% among 190,000 | coupled PMI enzyme assay, resazurin fluorescence, 20 min; stronger effect = higher value; 1 = untreated enzyme, 0 = substrate-free blank | activation factor at 20 µM | P34949;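 active = activation factor of 2 or more at 20 µM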
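Material: human phosphomannose isomerase with PGI, G6PDH, diaphorase coupling enzymes. Quantity: 15 ng/mL PMI. Medium: HEPES pH 7.4 buffer with MgCl2 and Tween-20. Reagent: Near-saturating mannose-6-phosphate, 1.0 mM. Compound: 20 µM single dose. Times: enzyme reaction with compound 20 min at room temperature. Detection: resorufin fluorescence at Ex 544/Em 590 nm.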
An asterisk follows results filed as active; . = no result given.

Preview, 13 compounds:
SMILES	Hsp70 activator	TNAP inh noacc	Redox H2O2 prof	S1P3 antag	HMGR II inh	TNAP inh hi DEA	Lmaj promast	PMI activator	RAM inhibit	PMI act satM6P
COc1ccc(N2C(=O)CC(NNC(=O)c3ccco3)C2=O)cc1 (stereo unspecified)	-0.1	-14	-0.8	-17	-2	-7	-5	1.1	3.3	1.1
COc1cc2c(cc1NC(=O)c1ccc(C)c([N+](=O)[O-])c1)oc1ccccc12	-0.2	-20	1.2	-39	1	-2	-7	1	5.4	1
CCCCn1c(SCC(=O)N2CC(C)CC(C)C2)nc2cc(S(N)(=O)=O)ccc21 (stereo unspecified)	-0.3	6	-0.6	7	-7	-5	4	1.1	5.3	1.1
CCOCCCNC(=O)C(NC(=O)c1ccc(NC(C)=O)cc1)c1ccc(Cl)cc1 (stereo unspecified)	-0.6	-12	0.6	-3	-5	-4	0	0.9	1.1	1
O=C(c1ccccc1F)N1CCc2ccccc21	-0.5	-6	0.0	4	.	0	-5	1	.	0.9
O=S(=O)(/N=C(/Nc1ccc(F)cc1F)c1ccccc1)c1ccccc1	-0.1	-1	-0.4	-2	2	-6	-3	0.8	0.4	0.9
O=C(O)c1cn(-c2ccc(F)cc2)c(=O)c2ccccc12	-0.2	-7	-1.6	-12	2	-3	-3	1	1.4	0.6
COc1ccc(-n2c(Cc3cc(=O)[nH]c(=O)[nH]3)nnc2SCC(=O)N2CCCC2)cc1	-0.2	-16	-1.7	-46	3	-8	-8	1	1.3	0.9
c1ccc(NCC2OCc3ccccc3CO2)cc1	-0.1	-29	-0.1	2	1	-1	-8	0.8	-0.4	0.9
COc1ccc(OC)c(N2Cc3cc(C)c(C)cc3C2)c1	-0.1	-5	-1.9	-5	-2	-4	86*	1	2.0	1.4
Cc1[nH]c(=O)c(C#N)c(C)c1Br	0.0	-7	-2.1	-7	-3	-3	-8	1	0.7	1
COc1ccc(OC(C)c2ccc(C#N)c(=O)[nH]2)cc1 (stereo unspecified)	-0.1	-9	-0.8	-21	0	-3	-2	0.9	0.4	0.9
CN(C)/C=C(/C(=O)c1ccccc1)n1cncn1	-0.3	-3	-0.7	-7	-8	-6	-3	1.1	3.1	1.1

Results, from the first entry:
SMILES	Hsp70 activator	TNAP inh noacc	Redox H2O2 prof	S1P3 antag	HMGR II inh	TNAP inh hi DEA	Lmaj promast	PMI activator	RAM inhibit	PMI act satM6P
COc1ccc(N2C(=O)CC(NNC(=O)c3ccco3)C2=O)cc1 (stereo unspecified)	-0.1	-14	-0.8	-17	-2	-7	-5	1.1	3.3	1.1
COc1cc2c(cc1NC(=O)c1ccc(C)c([N+](=O)[O-])c1)oc1ccccc12	-0.2	-20	1.2	-39	1	-2	-7	1	5.4	1
CCCCn1c(SCC(=O)N2CC(C)CC(C)C2)nc2cc(S(N)(=O)=O)ccc21 (stereo unspecified)	-0.3	6	-0.6	7	-7	-5	4	1.1	5.3	1.1
CCOCCCNC(=O)C(NC(=O)c1ccc(NC(C)=O)cc1)c1ccc(Cl)cc1 (stereo unspecified)	-0.6	-12	0.6	-3	-5	-4	0	0.9	1.1	1
O=C(c1ccccc1F)N1CCc2ccccc21	-0.5	-6	0.0	4	.	0	-5	1	.	0.9
O=S(=O)(/N=C(/Nc1ccc(F)cc1F)c1ccccc1)c1ccccc1	-0.1	-1	-0.4	-2	2	-6	-3	0.8	0.4	0.9
O=C(O)c1cn(-c2ccc(F)cc2)c(=O)c2ccccc12	-0.2	-7	-1.6	-12	2	-3	-3	1	1.4	0.6
COc1ccc(-n2c(Cc3cc(=O)[nH]c(=O)[nH]3)nnc2SCC(=O)N2CCCC2)cc1	-0.2	-16	-1.7	-46	3	-8	-8	1	1.3	0.9
c1ccc(NCC2OCc3ccccc3CO2)cc1	-0.1	-29	-0.1	2	1	-1	-8	0.8	-0.4	0.9
COc1ccc(OC)c(N2Cc3cc(C)c(C)cc3C2)c1	-0.1	-5	-1.9	-5	-2	-4	86*	1	2.0	1.4
Cc1[nH]c(=O)c(C#N)c(C)c1Br	0.0	-7	-2.1	-7	-3	-3	-8	1	0.7	1
COc1ccc(OC(C)c2ccc(C#N)c(=O)[nH]2)cc1 (stereo unspecified)	-0.1	-9	-0.8	-21	0	-3	-2	0.9	0.4	0.9
CN(C)/C=C(/C(=O)c1ccccc1)n1cncn1	-0.3	-3	-0.7	-7	-8	-6	-3	1.1	3.1	1.1
CN(C)CCNC(=O)c1cc2c(=O)n(C)c3ccccc3c2n1C	0.2	-19	-0.7	-48	-2	-4	19	0.9	1.0	0.8
Cn1c(N)c(C(=O)COC(=O)c2cc(C3CC3)nc3ccccc23)c(=O)n(Cc2ccccc2)c1=O	0.2	-6	0.7	-16	-4	-1	-5	1	3.0	1
Fc1c(F)c(C(F)(F)F)c(F)c(F)c1N1CCN(c2ccc3nnc(C(F)(F)F)n3n2)CC1	-0.3	-8	2.2	-28	-7	-3	1	0.9	-1.1	0.9
CCOC(=O)Nc1nnc(/C=C/c2ccc(OC)cc2)s1	-0.1	-10	0.1	3	-3	-3	-1	1	3.2	1
COc1ccc2c(C=O)c[nH]c2c1	-0.2	-20	0.0	-1	0	-2	1	0.9	-0.1	0.8
O=c1c(Cl)c(N2CCN(c3ccccc3)CC2)cnn1C12CC3CC(CC(C3)C1)C2	-0.2	-10	-0.7	10	3	4	4	0.8	2.0	1
CC(C)(C)c1nc(CN2CCOCC2)cc(CN2CCOCC2)c1O	-0.2	-7	0.3	.	-14	-1	-3	1.1	0.4	1.1
O=S(=O)(O/N=C1\CCCc2ccccc21)c1ccccc1	0.0	-6	0.3	.	-4	-2	-5	1	0.3	1.1
Cc1nn(CCCC(=O)Nc2ccc(Br)cc2F)c(C)c1[N+](=O)[O-]	-0.5	-5	-1.4	-3	-7	3	5	1	2.6	1
Cc1cccc(N2C(=O)N(c3ccccc3C)C3CS(=O)(=O)CC32)c1 (stereo unspecified)	-0.1	1	2.0	-6	8	6	-1	1	1.3	1.1
N/C(=N\OC(=O)C1CCCCC1)c1ccccn1	-0.4	-9	-6.7	.	-1	-2	-7	0.9	-0.6	0.9
CC1(C(=O)NC2CCCCCCC2)CCC(=O)N1Cc1ccco1 (stereo unspecified)	0.3	-6	0.0	-13	-1	-4	-3	1	-0.3	1
CC(C)CNS(=O)(=O)c1ccc(CCC(=O)NCCC2=CCCCC2)cc1	-0.3	-11	-0.3	2	-8	-5	15	1	0.6	1
O=C(Nc1nnc(-c2ccco2)o1)c1ccc([N+](=O)[O-])s1	-0.2	-3	-0.3	-14	-1	2	20	1.4	0.4	1.3
O=C(O)c1ccc(Cl)c(S(=O)(=O)Nc2cccc(C(=O)Nc3cccc(C(F)(F)F)c3)c2)c1	0.1	-10	-0.3	-15	2	-6	-5	1	12*	0.9
Cc1cccc(C)c1OCC(O)Cn1nnc2ccccc21 (stereo unspecified)	0.2	-7	0.4	.	1	1	-3	1	1.1	1.1
COc1ccccc1C1CC(=O)Nc2c1c(=O)n(C)c(=O)n2C (stereo unspecified)	0.3	9	-0.1	.	0	-11	0	1.1	1.8	1
COC(=O)c1[nH]c2c(c1C)C(=O)CCC2	-0.1	2	1.2	-12	0	-6	11	1.2	0.4	1.2
CCCn1nnc(NC(=O)Cc2ccc(Cl)cc2)n1	0.3	-10	1.7	-41	-1	-2	-5	1	-0.4	1
Cc1cc(=O)n2[nH]c(-c3ccc(F)cc3)cc2n1	-0.1	-3	-0.9	1	1	-5	0	0.9	1.2	1
C/C(=N\NC(=O)CC1(C)OCCO1)c1cccs1	-0.1	-10	-0.6	9	1	2	1	0.9	2.3	1
Cc1ccc(S(=O)(=O)NCc2csc(C)n2)c(C)c1	0.0	-17	-0.5	6	-6	-2	-1	0.9	-0.7	1
COc1ccc(CC(=O)NNc2ncnc3c2cnn3C)cc1OC	-0.5	-137	0.4	4	0	-3	-3	1	1.6	1
COc1cc(C2CC(=O)c3c(ccc4ccccc34)N2)ccc1O (stereo unspecified)	-0.6	-10	0.1	-3	-4	4	5	0.9	-0.5	0.8
Cc1ccccc1NC(=O)CSC1=NCCN1	-0.4	-11	0.7	-6	-5	0	-3	1	1.2	1
COc1ccc(C2NC(=O)NC(O)(C(F)(F)F)C2C(=O)c2ccc(C)cc2)cc1 (stereo unspecified)	-0.5	-2	0.1	-7	-2	3	3	1	0.5	1
Cc1ccc(C)c(NC(=O)/C(C#N)=C/c2ccc(Sc3nncn3C)c([N+](=O)[O-])c2)c1	-0.5	1	0.3	-13	-1	8	0	0.9	2.3	0.8

Just Lmaj promast, for some of the entries so far:
SMILES	Lmaj promast
COc1ccc(C2NC(=O)NC(O)(C(F)(F)F)C2C(=O)c2ccc(C)cc2)cc1 (stereo unspecified)	3
O=S(=O)(O/N=C1\CCCc2ccccc21)c1ccccc1	-5

Next compounds
SMILES	Hsp70 activator	TNAP inh noacc	Redox H2O2 prof	S1P3 antag	HMGR II inh	TNAP inh hi DEA	Lmaj promast	PMI activator	RAM inhibit	PMI act satM6P
CCOc1ccc(NC(=O)C(c2ccccn2)N(C(=O)CCl)c2ccc(OC)cc2)cc1 (stereo unspecified)	0.1	-22	0.1	-15	-8	4	10	0.8	0.4	1.1
C=C(C)CN1CCN(S(=O)(=O)c2ccc(C)c(N(C)S(=O)(=O)c3ccc(C)cc3)c2C)CC1	-0.3	3	-0.3	1	-4	2	98*	0.9	2.0	0.9
CN(C)c1ccc(NC(=S)N(CCc2ccccc2)C2CC(=O)N(c3c(Cl)cccc3Cl)C2=O)cc1 (stereo unspecified)	0.7	4	2.8	.	-7	8	11	1	0.1	1.1
COc1ccc(OC)c(-n2c(-c3ccccc3)n[nH]c2=S)c1	-0.1	-5	6.9	.	-4	3	-10	1	1.0	1.1
O=C(Cc1ccccc1)NCCc1ccc(Cl)cc1Cl	-0.4	-13	0.5	-6	-1	-2	54*	1.1	2.1	1.1
CN(Cc1ccc(O)cc1)C1CCCCC1	-0.5	-14	0.4	16	-1	-6	93*	1.1	1.8	1
O=C(CCN1C(=O)c2ccccc2C1=O)NC(=S)Nc1cccc(Cl)c1	1.1	-9	-3.3	.	-4	-2	-6	0.9	1.9	1
Cc1onc(-c2c(Cl)cccc2Cl)c1C(=O)NC(C)(C)CO	-0.1	-9	-3.5	-4	0	-3	-7	1	1.6	1
Cc1[nH]c(=O)c(C(=O)/C=C/c2ccccc2F)c2c1CCCC2	0.6	-2	-3.8	.	1	4	100*	0.8	-0.2	0.7
CCOc1ccccc1N1CCN(C(=O)COc2ccc3c(C)cc(=O)oc3c2)CC1	-0.3	-11	-0.2	-7	-6	-6	44	1	1.7	1
CCN(CC)CC(=O)Nc1ccccc1SCC(=O)Nc1ccsc1C(=O)OC	-0.1	0	-0.6	-5	2	6	16	1	0.2	1
Cc1ccccc1Oc1ccccc1N	0.0	5	0.1	-4	-4	-2	-3	1.2	-0.1	1.1
Nc1nc(NCc2cccs2)nn1-c1ccccc1	-0.1	.	-0.1	-18	.	.	2	.	.	.

Screening data: PubChem, several laboratories
